Source: PubChem BioAssay (National Center for Advancing Translational Sciences (NCATS))
IMPase Li cell – qHTS Assay for Identifying the Cell-Membrane Permeable IMPase Inhibitors: Potentiation with Lithium; AID 1457, 2008; CHO-M1 cells, IP1 TR-FRET (IP-One), carbachol + lithium; 210,000 tested, 0.35% active; Potency, µM (highest dose often 59.4 µM), for the others: at the highest dose activity, negative = IMPase inhibition, actives largely listed as inhibitors;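 note: IP1 builds up when IMPase is blocked and the TR-FRET signal falls; potency is the fitted concentration of half-maximal effect; plate controls were basal vehicle for no effect and high inhibitor control for full effect; nearly all actives have a fitted effect of over 50% in size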
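IP1 accumulation measured by competitive TR-FRET in lysed CHO-M1 cells after 30 min compound exposure at 37C, with a small lithium addition to potentiate weak responses. Hill-equation AC50 from ratio and donor-channel data.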
Epigenetic reg – Quantitative High-Throughput Screen for Regulators of Epigenetic Control; murine LDR cells, GFP reporter derepression, 30 h; Potency, µM (top dose mostly 53.9 µM), without a hit: at the top dose GFP activation, usual class: activators; 280,000 tested, 0.2% active; note: potency is the fitted concentration of half-maximal effect; % of control where 0% means no effect; nearly all actives have a fitted effect of over 60% in size
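In this reporter-derepression format, murine cells bearing a silenced integrated CMV-GFP locus incubate with test compound (30 h, 37 C), then are washed and imaged; fluorescent objects of 20–120 um count as induced cells.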
CBFb-RUNX1 inh – qHTS Assay for Compounds Blocking the Interaction Between CBF-beta and RUNX1 for the Treatment of Acute Myeloid Leukemia; AID 1477, 2009; Runt-related transcription factor 1 (Homo sapiens) + Core-binding factor subunit beta …; AlphaScreen CBFb-His/RUNX1-biotin binding, biochemical; Potency, µM (titrated, usually from 59.8 µM), without a hit: at the highest dose activity, negative = inhibition, actives largely listed as inhibitors; 230,000 tested, under 10 active; note: % of control where 0% means no effect
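Proteins preincubated together for 20 min at RT before compound addition; 15 min later, nickel and streptavidin beads were added and left 90 min prior to AlphaScreen measurement.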
KinaseGlo FLuc – Counterscreen for Luciferase (Kinase-Glo TM) Inhibition | Kinase-Glo luciferase, ATP luminescence, 8 min | Potency, µM (doses to about 38.3 µM), without a hit: top-dose activity change, negative = inhibition, hits mostly inhibitors | 200,000 tested, 0.28% active | AID 1379, 2008; note: potency is the fitted concentration of half-maximal effect; % is set by controls: 0 for no effect and ±100 for the full control effect; nearly all actives have a fitted effect of over 60% in size
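Kinase-Glo luciferase light output from ATP and luciferin was measured with 10 uM ATP, within the enzyme's linear range. Buffer: 50 mM imidazole pH 7.2, 50 mM KCl, 7 mM MgCl2, 0.01% Tween 20, 0.05% BSA; luminescence read after 8 min at ambient temperature.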
aGal spleen mod – qHTS Assay for Inhibitors and Activators of Human alpha-Galactosidase From Spleen Homogenate; Alpha-galactosidase A (Homo sapiens), P06280; human spleen homogenate, 4MU-alpha-Gal fluorescence, 40 min; Potency, µM (top dose mostly 80 µM), inactives show top-dose activity change, negative = inhibition, actives largely listed as inhibitors; 240,000 tested, 0.008% active;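 note: potency is the fitted concentration of half-maximal effect; 0% = enzyme with vehicle and -100% = no enzyme basal signal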
Target sequence (P06280 32-429 limits assumed): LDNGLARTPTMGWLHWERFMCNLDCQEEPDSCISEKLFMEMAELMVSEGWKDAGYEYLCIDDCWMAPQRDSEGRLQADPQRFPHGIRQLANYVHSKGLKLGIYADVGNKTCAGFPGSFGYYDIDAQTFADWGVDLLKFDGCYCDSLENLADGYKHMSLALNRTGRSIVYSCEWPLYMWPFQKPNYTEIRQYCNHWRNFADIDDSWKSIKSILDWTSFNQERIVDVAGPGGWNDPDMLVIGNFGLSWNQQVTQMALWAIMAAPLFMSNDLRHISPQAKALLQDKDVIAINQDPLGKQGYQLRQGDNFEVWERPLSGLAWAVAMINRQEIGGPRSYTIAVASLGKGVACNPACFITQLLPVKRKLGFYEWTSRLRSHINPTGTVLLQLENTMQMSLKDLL
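Fluorogenic readout (Ex 365/Em 440 nm) of 4-methylumbelliferone released from 1 mM 4-MU-alpha-galactoside by spleen homogenate, 40 min at 37C, pH 5.0. Data normalized to no-enzyme and enzyme controls; Hill-equation AC50 from compound titrations.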
NPSR antagonist – qHTS Assay for Antagonists of the Neuropeptide S Receptor: cAMP Signal Transduction | Q6W5P4 | CHO-NPSR cells, cAMP TR-FRET, antagonist mode | Potency, µM (series often up to 38.3 µM), for the others: top-dose activity change, negative = inhibition, usual class: inhibitors | 220,000 tested, 1% active; note: potency is the fitted concentration of half-maximal effect; % is set by controls: 0 for no effect and ±100 for the full control effect; nearly all actives have a fitted effect of over 50% in size; many of its hits are not listed in these tables
Target sequence (Q6W5P4 whole entry, looked up): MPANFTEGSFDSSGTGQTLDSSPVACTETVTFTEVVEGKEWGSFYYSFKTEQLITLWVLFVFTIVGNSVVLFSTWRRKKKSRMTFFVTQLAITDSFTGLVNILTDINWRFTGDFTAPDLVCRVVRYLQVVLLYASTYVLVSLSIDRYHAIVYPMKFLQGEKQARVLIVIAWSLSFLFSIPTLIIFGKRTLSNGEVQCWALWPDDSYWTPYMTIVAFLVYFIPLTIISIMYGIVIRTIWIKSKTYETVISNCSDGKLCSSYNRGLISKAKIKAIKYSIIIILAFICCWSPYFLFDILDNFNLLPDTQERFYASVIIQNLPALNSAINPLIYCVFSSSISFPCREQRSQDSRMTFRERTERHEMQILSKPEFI
LMNA splice mod – qHTS Assay for Modulators of Lamin A Splicing; HeLa LMNA splicing GFP/RFP minigene ratio, 48 h; Potency, µM (highest dose often 46.1 µM), inactives show at the top dose ratio change, negative = inhibition, most hits filed as inhibitors; 200,000 tested, 0.01% active; active = well fitted inhibition curve with a large enough effect in the signal ratio, with a control signal flat, not every such curve was filed as active; inconclusive = small, poorly fitted or top-dose-only effect, or effect the other way, or a change in a side signal; the % refers to the signal ratio; note: potency is the fitted concentration of half-maximal effect; % is set by controls: 0 for no effect and ±100 for the full control effect
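S3 HeLa cells stably expressing lamin A-EGFP splicing minigene plus DsRed2, 600 cells/well, 48 h compound exposure at 37C. Laser-scanning cytometry; analysed as GFP (500-530 nm)/RFP (575-640 nm) total intensity ratio; 0.5% DMSO vehicle.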
* marks the source's active call; other numbers are inactive results; u = inconclusive; x = not tested or not shown; [ ] = dose if it differs, or a comment. Unless noted, calls come from the whole dose curve; as a rule, active = well fitted curve in the direction sought with a large enough effect; inconclusive = small, poorly fitted or top-dose-only effect, or another doubt; inactive = no such curve, though single readings can be large; an effect the other way counts as inactive or inconclusive. An excerpt, so the mix of outcomes need not match the whole.

SMILES	IMPase Li cell	Epigenetic reg	CBFb-RUNX1 inh	KinaseGlo FLuc	aGal spleen mod	NPSR antagonist	LMNA splice mod
CCCn1c(SCC(=O)c2ccc3c(c2)NC(=O)CO3)nc2ccccc21	-2%	0.0%	5%	-2%	5%	-17%	u
CC1CCCN(CCCOc2ccc(Cl)cc2Br)C1 (centres undefined)	23%	-3.8%	-6%	-1%	-1%	0%	-1%
CCN(CC)CCOC(=O)c1c(C)oc2ccc(O)cc12	29%[38.3 µM]	-0.8%	6%	2%	-10%	-1%[46.1 µM]	2%
Cn1c(C(=O)c2ccccc2[N+](=O)[O-])nc2ccccc21	-3%	-4.7%	-7%	1%	2%	1%	x
CCOc1cc(CNc2ccc(S(N)(=O)=O)cc2)ccc1OCC(=O)NC(C)(C)C	7%	-0.3%	-5%	3%	-2%	0%	x
Cc1ccc(-n2c(=O)[nH]cc(C(=O)Nc3ccc4c(c3)OCCO4)c2=O)cc1C	-1%	0.0%	3%	4%	-15%	-11%[46.1 µM]	-15%
O=[N+]([O-])c1ccccc1NC1CCN(Cc2ccccc2)CC1	x	-1.2%	-3%	x	5%	-13%	x
COc1ccc2[nH]cc(CCNc3cc(-c4c(C)noc4C)ncn3)c2c1	-4%	x	x	x	-6%	x	-13%
Cc1nc(-c2ccc(S(=O)(=O)N3CCCN(CCc4ccccc4)CC3)s2)cs1	x	-1.0%	-10%	x	-6%	37%	x
O=S(=O)(NC1c2cccc3cccc(c23)C1N1CCN(CCO)CC1)c1ccccc1 (centres undefined)	-9%[38.3 µM]	0.7%	3%	-1%	11%	-9%[46.1 µM]	u
N/C(CCS(=O)(=O)c1ccc(Cl)cc1)=N\OC(=O)c1ccccc1C(F)(F)F	x	1.6%	5%	x	-6%	-8%	x
CCNC(=O)CCSc1nc(C)cc(C)n1	-17%	0.0%	11%	2%	2%	7%	x
COc1ccc(N2CCN(c3ccc(Cl)nn3)CC2)cc1	10%	-3.1%	-2%	-2%	2%	-5%	x
COc1cccc(NC(=O)CCc2nc(-c3ccccc3F)no2)c1	16%[38.3 µM]	2.0%	9%	17%	5%	2%[46.1 µM]	-8%
CC(C)OC(=O)c1cccc(C(=O)Nc2cccc(NC(=O)c3cccc(C(=O)OC(C)C)n3)n2)n1	5%	3.9%	9%	11%	-5%	-6%	x

Some of these compounds in order of the IMPase Li cell value, descending.
SMILES | IMPase Li cell | Epigenetic reg | CBFb-RUNX1 inh | NPSR antagonist | LMNA splice mod
Cc1ccc(-n2c(=O)[nH]cc(C(=O)Nc3ccc4c(c3)OCCO4)c2=O)cc1C | -1% | 0.0% | 3% | -11%[46.1 µM] | -15%
Cn1c(C(=O)c2ccccc2[N+](=O)[O-])nc2ccccc21 | -3% | -4.7% | -7% | 1% | x
COc1ccc2[nH]cc(CCNc3cc(-c4c(C)noc4C)ncn3)c2c1 | -4% | x | x | x | -13%
CCNC(=O)CCSc1nc(C)cc(C)n1 | -17% | 0.0% | 11% | 7% | x

Next compounds
SMILES	IMPase Li cell	Epigenetic reg	CBFb-RUNX1 inh	KinaseGlo FLuc	aGal spleen mod	NPSR antagonist	LMNA splice mod
Cc1ccc(OCC(=O)Nc2ccc3c(c2)OCO3)c(C)c1	3%	-1.1%	-1%	-1%	-5%	3%	u
COc1ccccc1CNC(=O)c1ccc(NS(C)(=O)=O)cc1	18%[38.3 µM]	0.0%	-1%	4%	-21%	-9%[46.1 µM]	-6%
O=C(CCc1ccccc1)Nc1ccc(N2CCOCC2)c(Cl)c1	2%	1.4%	12%	-2%	-14%	-7%[46.1 µM]	-1%
O=C(O)C1=C[C@H](c2ccc(Br)cc2)C[C@H](OCCCCO)O1	-4%	-2.9%	3%	x	1%	-25%	x
C=C(C)c1cccc(C(C)(C)NC(=O)N2CCN(CC(N)=O)CC2)c1	18%[38.3 µM]	0.0%	1%	-2%	-2%	-1%[46.1 µM]	-2%
O=C(N/N=C1\C/C(=N\NC(=O)c2ccncc2)c2ccccc21)c1ccncc1	25%	12%	-17%	u	-10%	-8%	x
COCCN1C(=O)N[C@@H](c2cccc(F)c2)C(C(C)=O)=C1C	9%	x	5%[13.1 µM]	-2%[7.66 µM]	-2%[17.5 µM]	x	10%[9.22 µM]
CCC(CC)NC(=O)Cn1c(C(C)NC(C)=O)nc2ccccc21 (centres undefined)	x	0.0%	8%	x	2%	9%	x
N#Cc1cc2sc3nnc(-c4ccncc4)n3c2cc1C#N	24%[38.3 µM]	-1.1%	-14%	5%	-11%	-4%[46.1 µM]	u
Cn1c(SCc2c(F)cccc2Cl)nc2c(c1=O)SCC2	16%	2.1%	-15%	-1%	0%	-51%	u
CC(=O)c1cccc(CN2CCC(CO)(Cc3ccccc3)CC2)c1	6%	-0.1%	18%	x	2%	12%	x
CN=c1scc(-c2cc(OC)ccc2OC)n1/N=C/c1c(C)[nH]c2ccccc12	6%	0.0%	u	-2%	21%	-36%	-24%
O=C1[C@H]2CCC=C[C@H]2[C@H](c2cccc(Br)c2)N1Cc1ccccc1	3%	-3.2%	12%[89.1 µM]	2%[39.9 µM]	4%[119 µM]	x	x
COc1ccc2c(-c3ccccc3)cc(=O)[nH]c2c1	19%[38.3 µM]	1.0%	-3%	-1%	3%	-21%[46.1 µM]	u
COc1cc(CC(NC(C)=O)C(=O)NC2CCN(C(=O)Nc3ccccc3Cl)CC2)cc(OC)c1 (centres undefined)	4%	2.4%	2%	-1%	-3%	-13%	-1%[46 µM]
CC(=O)c1c(C)nc(C)nc1NC(=O)Cc1ccccc1	-1%	-1.0%	-2%	1%	-6%	10%[46.1 µM]	-4%
Cc1ccc(C2CC(=O)N(c3ccc(F)cc3)C3=C2C(=O)CCC3)cc1 (centres undefined)	-11%[38.3 µM]	0.0%	7%	-2%	-4%	-26%[46.1 µM]	-3%
Cc1ccc(N(C(C)C(=O)Nc2ccc(S(=O)(=O)N3CCOCC3)cc2)S(C)(=O)=O)cc1C (centres undefined)	-1%[38.3 µM]	0.4%	-1%	15%	-5%	-24%[46.1 µM]	2%
O=C(N/N=C/c1ccc([N+](=O)[O-])o1)c1cc2ccccc2o1	x	-0.4%	-13%	x	-1%	-30%	x
CCOc1ccc2[nH]c(=O)c(CN(Cc3ccco3)C(=O)c3cccc(F)c3)cc2c1	u	-0.7%	-16%	-2%	5%	27%[46.1 µM]	u
O=C(CC1NCCc2ccccc21)Nc1ccc(Oc2ccccc2)cc1 (centres undefined)	-10%	-0.1%	-9%	0%	-3%	-40%	-9%[46 µM]
COCC(=O)N1CCCC(C(=O)c2ccc(Oc3ccccc3)cc2)C1 (centres undefined)	10%	1.1%	1%	-3%	-6%	16%	6%[46 µM]
CCOC(=O)Cc1nnc(NC(=O)c2ccccc2OCC)s1	0%	-2.0%	-3%	-1%	0%	-3%[46.1 µM]	-16%
CC(=O)c1ccc(NC(=O)Nc2ccc3c(c2)N(C)C(=O)CS3)cc1	41%[activator][38.3 µM]	-7.3%	-2%	1%	5%	-7%[46.1 µM]	15%
COc1ccc(CNc2nc(-c3cccnc3)nc3ccccc23)c(OC)c1	23%	x	x	x	-25%	x	u
Cc1ccc(CN2CC(C(=O)Nc3ccc(S(=O)(=O)Nc4cc(C)nc(C)n4)cc3)CC2=O)cc1 (centres undefined)	x	-2.4%	-2%	x	4%	3%[46.1 µM]	3%
O=C(C1CCCO1)N1CCN(c2c3c(nc4cc(-c5ccc(F)cc5)nn24)CCC3)CC1 (centres undefined)	-1%[38.3 µM]	0.0%	1%	4%	-1%	-23%[46.1 µM]	7%
CCc1ccc(S(=O)(=O)NCCc2cn3ccsc3n2)s1	11%[38.3 µM]	0.8%	-1%	1%	-1%	-4%[46.1 µM]	0%
O=C(Nc1nccs1)c1ccc(-c2ccc(Cl)cc2)o1	5%	-4.3%	-3%	-7%	-10%	-24%	-6%[46 µM]
CS(=O)(=O)c1[nH]nc(-c2ccccc2Cl)c1C#N	x	1.1%	9%	x	6%	-9%	x
Cc1oc(-c2ccoc2)nc1CN(Cc1ccccc1)CC1CC1	16%	0.0%	7%	-5%	1%	28%	1%[46 µM]
COc1cccc(S(=O)(=O)NCc2ccc(C(=O)Nc3cccc(Cl)c3)cc2)c1	35%[38.3 µM]	0.0%	-3%	18%	-6%	-18%[46.1 µM]	u
CCCn1c(=O)[nH]c(=O)c2c1nc(-c1ccc3c(c1)OCCO3)n2CCN1CCOCC1	-4%[38.3 µM]	0.0%	7%	-7%	8%	-21%[46.1 µM]	u
COCCSc1nnc(NC(=O)Cc2ccc(OC)c(OC)c2)s1	10%	-2.9%	1%	-3%	-5%	4%	u
CSc1nnc(SCC#N)s1	x	-2.1%	7%	x	-1%	15%	x
CS(=O)(=O)N(CC(=O)N1CCN(Cc2ccccc2)CC1)C1CCCCC1	12%[38.3 µM]	-0.2%	8%	3%	4%	-6%[46.1 µM]	1%
O=C(Cc1ccc(Cl)cc1)Nc1ccccc1Sc1ccccc1	8%	0.6%	u	-1%	-24%	-45%	u
Cc1c(N2C(=O)C3C4C=CC(C4)C3C2=O)c(=O)n(-c2ccccc2)n1C (centres undefined)	x	-1.1%	26%	x	11%	16%	x
COc1cccc(NC(=O)C2CCCN(S(=O)(=O)c3ccc(-n4cnnn4)cc3)C2)c1 (centres undefined)	9%[38.3 µM]	4.1%	3%	5%	-3%	u	5%
Cc1ccccc1Nc1cc(C(=O)NCc2ccco2)c2ccccc2n1	2%	-1.8%	-3%	2%	6%	-4%	-4%
COc1ccc(S(=O)(=O)NCC2CCCN(C(=O)c3occc3C)C2)cc1 (centres undefined)	8%	-3.5%	-1%	-1%	6%	-4%	5%[46 µM]
O=C1c2ccccc2C(=O)N1CN(C(=O)COc1ccc(Cl)cc1Cl)c1cccc(F)c1	10%	0.0%	-3%	0%	u	-13%[46.1 µM]	-2%
CCNc1nc(NCC)nc(N(C#N)CCOc2ccccc2)n1	2%	-1.1%	-10%	-5%	4%	-16%	x
O=C1CCN(Cc2nc(-c3ccc(Cl)cc3)no2)CCN1	12%	-0.6%	-2%	0%	9%	-5%	u
